PI4K2A block – qHTS for small molecular inhibitors of PI4K2A | AID 1346378, 2018 | activity change, negative = inhibition, % at 76.9 µM | hit rate 0.13% among 420,000 | purified PI4K2A, ADP-Glo luminescence, 1 h; hits give low values | Phosphatidylinositol 4-kinase type 2-alpha (Homo sapiens), Q9BTU6; in the data active = activity change below about -50%;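 also: -100% = wells without enzyme as full effect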
Target sequence (Q9BTU6 whole entry, looked up): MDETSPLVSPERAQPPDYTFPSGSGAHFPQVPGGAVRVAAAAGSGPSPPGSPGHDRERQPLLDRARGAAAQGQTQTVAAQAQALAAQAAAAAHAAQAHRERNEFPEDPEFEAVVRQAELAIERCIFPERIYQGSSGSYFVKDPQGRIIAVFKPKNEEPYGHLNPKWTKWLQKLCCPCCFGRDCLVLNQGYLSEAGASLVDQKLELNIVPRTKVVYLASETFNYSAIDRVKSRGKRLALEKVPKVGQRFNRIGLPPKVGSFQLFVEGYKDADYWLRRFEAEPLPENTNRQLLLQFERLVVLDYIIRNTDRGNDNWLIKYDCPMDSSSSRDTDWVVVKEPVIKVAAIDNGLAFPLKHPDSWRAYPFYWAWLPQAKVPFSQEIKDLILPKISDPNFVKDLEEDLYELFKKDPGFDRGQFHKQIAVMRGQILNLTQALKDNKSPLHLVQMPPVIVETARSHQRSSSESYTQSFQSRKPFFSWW
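PI4K2A activity was measured by ADP-Glo luminescence: enzyme (4 ug/mL stock) and phosphatidylinositol (1.2 mM stock) in Tris pH 7.5/MgCl2/EGTA/Triton X-100 buffer were reacted with ATP (300 microM stock) for one hour at ambient temperature.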
Numbers without * were called inactive; & = joins results of further samples. Only part of the results is shown; the hit share may differ from the screen's.

SMILES | PI4K2A block
CCOc1ccc(CCN2C(=O)C(=O)N([C@@H](CC(C)C)CN3CCC[C@H]3CN3C(=O)C(=O)NC[C@@H]3Cc3ccccc3)C[C@@H]2Cc2ccc(O)cc2)cc1 | 1
CCOC(=O)[C@]12CCCC3=C1N(CCC3)C(=O)[C@@H](CC(=O)NCc1cccc3ccccc13)C2 | 2
CC1(C(=O)NC2CCCCC2)CCC(=O)N1C1CCN(Cc2ccccc2)CC1 (stereo unspecified) | -3
COc1cccc(CNC(=O)CN2CCCc3ccccc32)c1OC | -5
COc1cccc(-c2cnc(C(O)c3cccc(C)c3C)[nH]2)c1 (stereo unspecified) | 0
O=C(NC1CCCCN(Cc2cccc(Cl)c2)C1=O)c1ccc(Cl)cc1Cl (stereo unspecified) | -2
CC(=O)NC(C)(c1ccccc1)c1nc(-c2cccc(C(F)(F)F)c2)cs1 (stereo unspecified) | -1
C=CCn1c(SCc2cccc(C(F)(F)F)c2)nnc1-c1ccc(OC)cc1 | 2
O=C1NC[C@H](CCCCN2C[C@H](Cc3ccc(O)cc3)N(CCC3CCCCC3)C(=O)C2=O)N(CCc2ccccc2)C1=O | -1
Cc1ccc(-c2nc3ccccc3n2C(C(=O)NC(C)(C)C)C2CC2)cc1 (stereo unspecified) | -5
Cc1c(NS(=O)(=O)c2cc3c(cc2Br)CCN3C(=O)C2CC2)c(=O)n(-c2ccccc2)n1C | -2
Cc1cccc(C)c1NC(=O)C(c1ccncc1)N1CCN(CCN(C)C)CC1 (stereo unspecified) | -5
COc1ccc(C(O)c2nc(-c3ccccc3C)cs2)cc1 (stereo unspecified) | -2
COCCCNC(=O)C[C@H]1C[C@@]2(C(=O)OC)C(=C[C@H](COCc3ccccc3)O[C@@H]2C)N(Cc2cccc3ccccc23)C1=O | -7
CCCCNS(=O)(=O)CC1NCc2cc(OC)ccc21 (stereo unspecified) | -6
CN(Cc1ccccc1)C(=O)OCc1cn(Cc2cc(F)ccc2F)nn1 | 1
CSc1ccc(OC2(C)CCN(Cc3ccc(C(C)C)cc3)C2)cc1 (stereo unspecified) | -1
Cc1cc(C)n2c(Nc3c(C)cccc3C)c(CC(C)C)nc2n1 | -1
Cc1c(C(O)(c2ccccc2)c2ccccc2)[n+]2ccccc2n1C | 1
Cc1cccc(C)c1C(O)c1ncc(-c2ccc(F)cc2)[nH]1 (stereo unspecified) | -3
COc1ccc(C(=O)C[C@@H]2OC3CCCCC3N2S(=O)(=O)c2ccc(C)cc2)cc1OC (stereo partly specified) | 2
CC(C)N(C)c1ncnc2c1ncn2[C@H]1CN(Cc2ccccc2)C[C@@H](CO)O1 | 7
FC(F)(F)c1cccc(-c2cncc(N3CCN(CCN4CCCC4)CC3)n2)c1 | -3
O=C(OCC#CCSc1nnc(-c2cccc3ccccc23)o1)c1ccc(OC(F)(F)F)cc1 | 4
O=C(c1cccc(I)c1)N1CCC(Oc2cccnc2)CC1 | -7
CCOC(=O)C1(C)CCCN(C(=O)c2cccc(C(F)(F)F)c2)C1 (stereo unspecified) | 1
O=C(C1CCCN1S(=O)(=O)c1ccc(Cl)s1)N1CCc2ccccc2C1 (stereo unspecified) | 3
CCCCN(C)C(=O)c1ccc2c(c1)NC(=O)C(C)(C)O2 | 5
COC(=O)C[C@H]1C=C[C@@H](NC(=O)Cc2cccnc2)[C@@H](CO)O1 | -8
NC(Cc1ccc(Cl)cc1)c1csc(Nc2ccc(-c3ccccc3)nn2)n1 (stereo unspecified) | -1
CCOC(=O)Cn1cc(CN2C(C(=O)OC)CN(CCO)CCS2(=O)=O)nn1 (stereo unspecified) | 0
CCc1ccc(C(O)c2ncc(-c3ccccc3F)[nH]2)cc1 (stereo unspecified) | 1
CCOc1ccc(-n2c(SCC(=O)Nc3ccc(S(=O)(=O)Nc4cc(C)nc(C)n4)cc3)nnc2-c2ccco2)cc1 | 1
Cc1ccc(F)c(S(=O)(=O)NC(=O)C2(C)CCN2C(=O)c2ccc(C(F)(F)F)nc2C)c1 (stereo unspecified) | 1
CCOC(=O)C1=CCC2C(=O)N(Cc3ccccc3)C(=O)C12 (stereo unspecified) | -3
COc1cccc(-c2cc(CNC(=O)[C@H]3O[C@@H](n4ccc(=O)[nH]c4=O)[C@H](O)[C@@H]3O)no2)c1 | -1

Single entries from the list:
COC(=O)C[C@H]1C=C[C@@H](NC(=O)Cc2cccnc2)[C@@H](CO)O1 in PI4K2A block reads -8
Cc1ccc(F)c(S(=O)(=O)NC(=O)C2(C)CCN2C(=O)c2ccc(C(F)(F)F)nc2C)c1 (stereo unspecified) in PI4K2A block reads 1

Other entries
SMILES | PI4K2A block
O=C1C(=Cc2ccc(F)cc2)CCc2ccccc21 | -73*
CC(=O)c1sc(Nc2ccc3c(c2)OCO3)nc1C | -3
c1ccc(-c2ccc3cnccc3n2)cc1 | -3
CCN(CC)C(=O)CC[C@H]1CC[C@]2(CCCN(Cc3ccccc3)C2)O1 | -4
COc1cc(OC)nc(Nc2nc(C(N)Cc3ccc(Cl)cc3)cs2)n1 (stereo unspecified) | -2
COc1cccc(C(O)c2nc(-c3ccc(N(C)C)cc3)cs2)c1 (stereo unspecified) | -3
CC1(C(=O)NCc2cccc(Cl)c2)Cc2c(-c3ccc(C(N)=O)cc3)ccnc2O1 (stereo unspecified) | 1
CCCCCCCCN1C(=O)[C@@H](CC(=O)NCCCC)C[C@@]2(C(=O)OC)C1=C[C@H](COCc1ccccc1)O[C@@H]2C | 4
O=S(=O)(CC1NCc2cc(F)ccc21)NCCc1ccccc1 (stereo unspecified) | -4
NC(=O)c1ccc(Nc2nc(C(N)COCc3ccccc3)cs2)cc1 (stereo unspecified) | 3
CCOC(=O)CC[C@@H]1CC[C@]2(CCCN(S(=O)(=O)C3CCCCC3)C2)O1 | 0
Clc1cc(Cl)cc(CNC2CCC23CCCCC3)c1 (stereo unspecified) | 0
FC(F)(F)c1cc(Cl)c2nc(-c3ccccc3)c(Cc3ccsc3)n2c1 | -2
O=S(=O)(N[C@@H]1CCCC[C@@H]1N1CCOCC1)c1ccc(Cl)cc1 | -1
COc1cccc(CN2CCC2(C)C(=O)Nc2cccc3cccnc23)c1OC (stereo unspecified) | 2
CCOC(=O)[C@]12CCC=C1N(Cc1cccc3ccccc13)C(=O)[C@H](CC(=O)NCCCCc1ccccc1)C2 | 5
CC(=O)NC(Cc1ccccc1)P(=O)(O)O (stereo unspecified) | -5
COc1ccc(NC(=O)C(CCCCNC(=O)OC(C)(C)C)NC2(C(=O)NCCc3c[nH]c4ccccc34)CCCCC2)cc1 (stereo unspecified) | 0
CC(C)c1ccc(C2OC(CCc3ccccc3)Cc3[nH]c(=S)[nH]c(=O)c32)cc1 (stereo unspecified) | -4
Cc1cc(Br)cn2c(Cc3ccsc3)c(-c3ccc(Cl)cc3)nc12 | 1
CN(Cc1ccccc1F)C(=O)C1C2C=CC3(CN(Cc4ccccc4)C(=O)C13)O2 (stereo unspecified) | 4
O=S(=O)(c1ccc(Cl)s1)N1CCC(c2cn3ccccc3n2)CC1 | -3
COC(=O)[C@]12C[C@H](CC(=O)NCc3ccc(OC)c(OC)c3)C(=O)N(Cc3ccco3)C1=C[C@H](C(C)C)O[C@@H]2C1CC1 | -3
CC1(C(=O)NCc2ccccc2)CSCC(=O)N1Cc1ccco1 (stereo unspecified) | -4

The closing 4 compounds of the section above open the next one:
SMILES | PI4K2A block
CN(Cc1ccccc1F)C(=O)C1C2C=CC3(CN(Cc4ccccc4)C(=O)C13)O2 (stereo unspecified) | 4
O=S(=O)(c1ccc(Cl)s1)N1CCC(c2cn3ccccc3n2)CC1 | -3
COC(=O)[C@]12C[C@H](CC(=O)NCc3ccc(OC)c(OC)c3)C(=O)N(Cc3ccco3)C1=C[C@H](C(C)C)O[C@@H]2C1CC1 | -3
CC1(C(=O)NCc2ccccc2)CSCC(=O)N1Cc1ccco1 (stereo unspecified) | -4
Cc1ccc(Cc2c(-c3cccc(Br)c3)nc3c(Cl)cc(C(F)(F)F)cn23)cc1 | 1
O=C(CSc1nnc(-c2ccccn2)n1-c1ccccc1)Nc1ccccc1-c1ccccc1 | -5
CCCC1CCC2(CCC(=O)N2CCC#N)CC1 (stereo unspecified) | -7&-1
COC(=O)[C@]12C[C@H](CC(=O)N3CCOCC3)C(=O)N(Cc3ccc(Cl)cc3Cl)C1=C[C@H](COCc1ccccc1)O[C@@H]2C | 0
O=S1(=O)CC(N2CCN(CCO)CC2)CN1C1CCCCC1 (stereo unspecified) | 1
COc1ccc(-c2ccc3nncn3c2)cn1 | -3
O=C(/C=C/[C@H]1O[C@@H](n2ccc(=O)[nH]c2=O)[C@H](O)[C@@H]1O)NCc1cccc2ccccc12 | 5
Clc1ccc2nc(-c3cccc(Br)c3)c(Cc3ccccc3)n2c1 | -13
O=C(c1[nH]c(C(F)(F)F)nc1-c1ccccc1)N1CCC2(CC1)C(=O)NCN2c1ccccc1 | 3
COc1cc(Nc2cccc(-c3ccccc3)n2)cc(OC)c1OC | -8
NC(c1ccccc1)c1csc(NC(=O)Nc2ccccc2Oc2ccccc2)n1 (stereo unspecified) | -5
O=C(Nc1cccc(C(F)(F)F)c1)C1Cc2c(-c3ccccc3)ccnc2O1 (stereo unspecified) | 1
COc1cccc(C(O)c2ncc(-c3cccc(F)c3)[nH]2)c1 (stereo unspecified) | 3
Cn1c(=O)c2c(-c3ccccc3)n(-c3cccc(O)c3)cc2n(C)c1=O | -3
COCCc1ccc(OC2(C)CCN(Cc3cccc(OCOC)c3)C2)cc1 (stereo unspecified) | -8
Cc1ccc(CNC(=O)O[C@H]2CC[C@@]34CCCN3C(=O)CCC[C@H]4[C@H]2C)o1 | -1
CC(=O)Nc1cccc(-c2csc(C(O)c3ccccc3)n2)c1 (stereo unspecified) | -1
Cc1cccc(C)c1NC(=O)C(CCc1ccccc1)n1c(=O)c(-c2ccccc2)nc2ccccc21 (stereo unspecified) | 5
Cc1ccc(-c2nc3ncccn3c2NC(=O)Nc2ccc(F)cc2)cc1 | -3
COc1ccc(N2CCN(CCNS(=O)(=O)c3ccc(Br)s3)CC2)cc1 | 4
Cn1ccc2c(-c3cccc(C=O)c3F)cc3c(c21)C1CCC3C1 (stereo unspecified) | 0
O=C(NC1CCCCN(Cc2ccc(Cl)cc2)C1=O)c1cccc(F)c1 (stereo unspecified) | -1
CC(C)n1nnnc1C1(C)CCCCC(=O)N1Cc1cccc(C(F)(F)F)c1 (stereo unspecified) | -3
O=C(CSc1nnc(-c2ccccn2)n1-c1ccccc1)Nc1ccc2c(c1)OCCO2 | -5
O=C(NC1CC1c1ccccc1)N1CCC(c2nc3ccc(Cl)cc3[nH]2)CC1 (stereo unspecified) | 2
CC(C)N1CCCCC(NC(=O)c2ccc(Br)cc2)C1=O (stereo unspecified) | 5
CC1(C(=O)NCc2ccccc2)CCC(=O)N1CC(F)(F)F (stereo unspecified) | 4
OC(c1ccc2ccccc2c1)c1ncc(-c2cccc3ccccc23)[nH]1 (stereo unspecified) | -1
O=C(NCc1cccnc1)c1cc(C2CCCCN2S(=O)(=O)c2ccccc2)on1 (stereo unspecified) | 2
C[C@@H]1COc2cccc(N3CCN(Cc4ccccc4F)CC3)c2S(=O)(=O)N1 | -5
CCC[C@H]1[C@@H](OC(=O)NCc2ccc(C)o2)CC[C@@]23CCCN2C(=O)CCC[C@@H]13 | -2
COc1cccc(NC(=O)C2(C)CCN2C(=O)Cc2ccc(C(C)C)cc2)c1 (stereo unspecified) | 1
CS(=O)(=O)N[C@@H]1C[C@@H]2O[C@H](CO)CC[C@@H]2O[C@@H]1CCc1ccc(-c2ccccc2F)cc1 | -2
Cc1cccc(CN2CCN(C3CN(Cc4cn(Cc5ccccc5)nn4)S(=O)(=O)C3)CC2)c1 (stereo unspecified) | -4
O=C(Nc1ccccc1)C1Cc2c(-c3ccc(Cl)cc3)ccnc2O1 (stereo unspecified) | 2
CC(C)C[C@H]1CNC(=O)C(=O)N1C[C@H]1CCCN1C[C@H](CC(C)C)N1C[C@H](Cc2ccccc2)N(CC2CCCCC2)C(=O)C1=O | -6
COC(=O)C[C@H]1C=C[C@H](NC(=O)Cc2ccccc2)[C@@H](CO)O1 | -4
NC(=O)C1CCN(c2ncc(Br)cn2)CC1 | -2
CC(=O)c1cccc(NC(=O)c2ccc(-n3cncn3)c3ccoc23)c1 | -3
CCCCN(C=O)c1c(CC)nc2c(OCC(=O)c3ccc(F)cc3)cccn12 | -1
O=C(NCc1ccncc1)[C@@H]1CCCN1C(=O)[C@H]1CCCN1C(=O)c1c(F)cccc1F | 5
CC1(C(=O)Nc2ccc(Cl)c(Cl)c2)CCN1Cc1cc2ccccc2o1 (stereo unspecified) | -7
CN(C)CCCNC(=O)c1ccc(-c2cc3nc(NCc4cccnc4)n(C)c(=O)c3s2)cc1 | 1

By substructure: those above with two or more sulfur atoms
SMILES | PI4K2A block
O=C(C1CCCN1S(=O)(=O)c1ccc(Cl)s1)N1CCc2ccccc2C1 (stereo unspecified) | 3
CCOc1ccc(-n2c(SCC(=O)Nc3ccc(S(=O)(=O)Nc4cc(C)nc(C)n4)cc3)nnc2-c2ccco2)cc1 | 1
O=S(=O)(c1ccc(Cl)s1)N1CCC(c2cn3ccccc3n2)CC1 | -3
COc1ccc(N2CCN(CCNS(=O)(=O)c3ccc(Br)s3)CC2)cc1 | 4
